MRP reversal: reversal of MRP1-mediated doxorubicin resistance, primary screen, H69AR cells, doxorubicin co-treatment | AID 602, 2007 | 85,000 tested, 0.04% active | H69AR cells + 2 uM doxorubicin, CellTiter-Glo, 72 h | differential viability (reversal), % at 10 µM;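 active means viability drop by adding the cancer drug above about 55%, with treated viability meeting a 40% cutoff, limit read from the data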;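 further: viability without doxorubicin minus viability with 2 µM doxorubicin for each compound; larger differential means the compound sensitizes cells more to doxorubicin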
PLAP inhibition: PLAP enzyme inhibitors, biochemical, luminescence, HTS (AID 690) | inhibition, % at 20 µM; hits with a dose series show IC50 in µM | purified PLAP, luminescent substrate; higher % means a stronger effect | Alkaline phosphatase, placental type (Homo sapiens) | 96,000 tested, 0.08% active; in the data active means a potency from the dose series; inactive means the rest, 99 in 100 with inhibition below about 30%; further: strong numbers were not always called active
Bcl-B TR3 displacers: displacers of TR3 peptide from Bcl-B, primary screen, selectivity assay for Bfl-1 inhibitor project, biochemical, fluorescence polarization; AID 748, 2007; Bcl-2-like protein 10 (Homo sapiens); one-dose displacement, % at 20 µM; IC50 in µM for titrated hits; FP displacement of FITC-TR3 peptide from Bcl-B; higher % means a stronger effect; 96,000 tested, 0.11% active;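 active means displacement above 50% at 20 µM plus a fluorescence interference ratio under 1.5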;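 further: plate controls were wells without compound for no effect and wells lacking Bcl-B protein for full effect; a part of the inactive calls stands beside numbers as strong as those of hits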
IL1B NFkB pot: enhancers of NFkB p65 translocation in HUVEC – imaging, IL-1B stimulus, high-content imaging, primary screen | HUVEC IL-1B NFkB p65 nuclear translocation imaging | activation, % at 2 µM | 94,000 tested, 0.3% active | AID 819, 2007;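 active means activation above 40%, about the mean plus 3 SD, also judged a hit on visual image review; inconclusive means activation above 40% but not a hit on visual review; inactive means activation not above 40% and no visual hit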;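 further: percent activation is computed from the nuclear over cytoplasmic p65 intensity ratio; values of inactives mirror those of a sister screen read the other way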
NFkB transloc inh: inhibitors of IL-1B driven NFkB p65 nuclear import, primary screen, imaging, HUVEC, IL-1B stimulus, high-content imaging | 94,000 tested, 0.43% active | HUVEC IL-1B NFkB p65 nuclear translocation imaging | AID 796, 2007 | inhibition, % at 2 µM;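 active means inhibition above about 30% together with a positive call from visual inspection of the well image, limit read from the data; inconclusive means inhibition above a set limit but visual check negative; inactive means inhibition not above a set limit, visual check negative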;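 further: nuclear over cytoplasmic p65 intensity ratio measured by imaging; 0% = IL-1B stimulated DMSO wells and 100% = unstimulated DMSO wells; values of inactives mirror those of a sister screen read the other way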
MRP reversal cytotoxicity: also measured in MRP reversal; calls as there; viability, %; H69AR cells, CellTiter-Glo, 72 h; measured here: cytotoxicity without doxorubicin
MRP reversal with doxorubicin: further read-out of MRP reversal, marked with its call; viability, %; measured here: viability with 2 uM doxorubicin; hits give low values
NFkB transloc inh cell count 2 µM: second read-out of NFkB transloc inh, no call of its own (marks repeat the call); cell count; measured here: cells passing quality filter;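 raw number of nuclei counted in each imaged well without normalization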
IL1B NFkB pot cell count 2 µM: further read-out of IL1B NFkB pot, marked with its call; cell count; measured here: cells passing quality filter
Starred values were filed as active, the others as inactive; ? = inconclusive; . = no result given.

SMILES	MRP reversal	MRP reversal cytotoxicity	MRP reversal with doxorubicin	PLAP inhibition	Bcl-B TR3 displacers	IL1B NFkB pot	IL1B NFkB pot cell count 2 µM	NFkB transloc inh	NFkB transloc inh cell count 2 µM
CCOc1ccc(C(=O)/C=C/c2ccccc2C(F)(F)F)cc1	.	.	.	14%	-10%	6	126	-6	126
O=C(NC1CCCC1)c1cccnc1N1CCCCCC1	10	94	85	1%	6%	8	145	-8	145
CC1(C)CC(=O)c2cc(OCC(=O)NCCN3CCOCC3)ccc2O1	15	110	95	-16%	-5%	-14	75	14	75
O=C(Nc1ccc(C#Cc2ccccc2)cc1)C1CC1	.	.	.	4%	-2%	-2	132	2	132
Cn1c(=O)cc(OCC(=O)N2CCCc3ccccc32)c2ccccc21	-17	84	101	-2%	-5%	.	.	.	.
CN(C)S(=O)(=O)c1ccc(C(=O)N2CCN=C2SCc2cccnc2)cc1	-24	88	112	-31%	-10%	25	81	-25	81
O=C(CC(NS(=O)(=O)c1ccc(Cl)cc1)c1ccco1)NCc1cccnc1 (configuration not stated)	7	91	84	14%	2%	7	144	-7	144
Nc1ccccc1SCC(=O)Nc1ccc(N2CCOCC2)cc1	0	90	90	7%	-12%	.	.	.	.
Clc1ccc(-n2nnnc2-c2cnc(-c3ccncc3)nc2-c2cccs2)cc1	-47	10	57	.	.	13	154	-13	154
COC(=O)c1ccccc1NC(=O)Oc1ccc(F)cc1	.	.	.	15%	0%	3	121	-3	121
CCOC(=O)c1c(NC(=O)CN2CCOCC2)sc2c1CCCC2=O	3	55	51	-33%	1%	.	.	.	.
CCOC(=O)Cc1csc(NC(=O)CSc2nnc(C)n2C)n1	6	99	93	-11%	-3%	-4	157	4	157
CCN=C1S/C(=C\c2ccc(Sc3ccc(Cl)cc3)o2)C(=O)N1CC	.	.	.	-2%	-17%	8	140	-8	140
COC(=O)[C@H](C)NC(=O)Nc1ccccc1F	-1	95	96	11%	-7%	-2	171	2	171
Cc1cc(O)c(C=Nc2cccc(Cl)c2)c(=O)o1	5	97	92	13%	-5%	.	.	.	.
Brc1ccc(-c2nc3ncccn3c2Nc2ccc3c(c2)OCCO3)o1	-3	85	88	-26%	-6%	5	180	-5	180
Cc1ccc(CSc2ncnc3c2cnn3Cc2ccccc2)cc1	12	97	85	22%	-5%	8	65	-8	65
CCCc1nc2ccccc2c(C(=O)OC2CCOC2=O)c1CC (configuration not stated)	10	96	86	-43%	20%	-4	200	4	200
CC(=O)c1cccc(NC(=O)CCS(=O)(=O)c2cccc3nsnc23)c1	14	97	82	-14%	8%	5	141	-5	141
Cn1c(=O)c2c(nc(N3CCOCC3)n2CCCNC2=NCCCCC2)n(C)c1=O	4	97	93	22%	-3%	4	169	-4	169
CNc1oc(-c2ccccc2Cl)nc1C#N	10	89	80	26%	-8%	-4	72	4	72
COC(=O)c1cnn(C(=O)c2cc(OC)ccc2Br)c1N	-5	100	105	-15%	-2%	10	172	-10	172
O=C(CN1CCCC1)Nc1ccc(NC(=O)Nc2ccccc2Cl)cc1	.	.	.	18%	1%	24	160	-24	160
O=C(Nc1ccc(Cl)cc1)NC1CCCc2ccccc21 (configuration not stated)	.	.	.	26%	2%	3	141	-3	141
CC(=O)Nc1ccc(OC(=O)c2cccs2)cc1	.	.	.	17%	-8%	-8	157	8	157
Cc1cc(NC(=O)CSc2nnc(COc3ccccc3)n2Cc2ccco2)no1	1	92	91	97%	-7%	12	74	-12	74
CC(OC(=O)c1nsc(Cl)c1Cl)C(=O)NCc1cccs1 (configuration not stated)	-1	96	97	-23%	-11%	8	113	-8	113
COC(=O)C1=C(COc2ccc(F)cc2)NC(=O)NC1c1ccc(C)cc1C (configuration not stated)	.	.	.	-7%	0%	?	.	-68	138
O=C(COC(=O)c1ccccc1)NCC1CCCO1 (configuration not stated)	-2	101	102	-15%	1%	-12	113	12	113
Brc1ccc(CSc2nnc(Cc3c[nH]c4ccccc34)o2)cc1	-2	94	96	15%	-7%	-12	79	12	79
Cc1ccc(-c2noc(CCC(=O)N(C)c3ccccc3C)n2)cc1	6	88	82	-46%	2%	-4	123	4	123
COc1cc2c(cc1OC)C(/C(C#N)=N\O)=NC(C)(C)C2	28	100	72	-24%	-1%	10	142	-10	142
CCCn1nnnc1SCC(=O)N1CCCc2ccccc21	22	94	72	-7%	2%	-9	165	8	165
c1cc2nnnn2nc1N1CCCCC1	6	88	82	20%	6%	-10	97	10	97
CNC(=O)Nc1cccc(NC(=O)NC)n1	7	85	78	4%	-10%	.	.	.	.
O=C1C2CCCN2c2ccc(S(=O)(=O)N3CCOCC3)cc2N1Cc1ccccc1F (configuration not stated)	.	.	.	9%	-1%	-2	141	2	141
Cc1ccnc(SCC(=O)N2CCN(c3cccc(Cl)c3)CC2)n1	14	91	76	-50%	-9%	-9	159	9	159
NC(=O)[C@H]1CC2(CC(c3cccc(NC(=O)c4ccccc4)c3)=NO2)CN1C(=O)[C@H]1CCC(=O)N1 (some centres not stated)	.	.	.	-19%	4%	5	120	-5	120
Cc1nn(-c2ccc(F)cc2)c(Cl)c1/C=C(\CC(=O)O)c1nc2ccccc2s1	2	101	98	-33%	3%	8	155	-8	155
CCOC(=O)CC1=CC(C)(CC(=O)OCC)C(C#N)(C#N)C(N)=C1C#N (configuration not stated)	-3	89	92	-24%	7%	13	175	-13	175
CC[n+]1cc(-c2ccccc2)nc(N2CCOCC2)n1	1	91	90	27%	3%	-3	169	3	169
N#Cc1c(-c2ccc(Cl)cc2Cl)nc2n(c1=O)CCS2	14	88	74	-47%	-110%	2	64	-2	64
COc1cc(C2C(C#N)=C(N)N(c3cccnc3)C3=C2C(=O)CC(C)(C)C3)ccc1O (configuration not stated)	5	94	89	-5%	-6%	31	122	-32	122
CCc1nn(CC(=O)N2CCN(Cc3ccc4c(c3)OCO4)CC2)c(=O)c2cc3occc3n12	21	77	56	.	.	2	90	-2	90
CCOC(=O)c1[nH]c(C)c(C(=O)N(CC)CC)c1C	10	95	85	14%	-6%	-5	163	5	163
CSc1nc(SCC(=O)NC(c2ccccc2)c2ccccc2)c2c3c(sc2n1)CN(C)CC3	-5	12	16	-16%	-72%	.	.	.	.
CCc1nnc(SCc2ccc(CSc3nnc(CC)n3N)cc2)n1N	-1	92	93	17%	-10%	1	106	-1	106
CC(C)C(C(=O)C=[N+]=[N-])N1C(=O)c2ccccc2C1=O (configuration not stated)	11	93	82	-34%	-4%	7	143	-6	143
Cc1cc(NC(=O)c2ccc(Br)c(S(=O)(=O)N3CCCC3)c2)no1	18	96	78	-4%	-2%	-13	112	13	112
Cc1ccccc1S(=O)(=O)c1c(C)cc(C)n(C(C)C)c1=O	5	79	74	-13%	8%	.	.	.	.
CCOC(=O)c1ccc(NCc2nc3ccccc3[nH]2)cc1	6	95	89	0%	2%	12	81	-12	81
O=C(Nc1ccon1)c1csc2ccccc12	19	102	82	17%	-3%	3	143	-4	143
O=C(CSc1n[nH]c(-c2cccs2)n1)N1CCCc2ccccc21	-4	86	90	-14%	6%	-10	113	10	113
COc1ccc(/C=N/NS(=O)(=O)c2ccc(C)cc2)cc1OC(=O)c1ccc(C)cc1	.	.	.	-88%	0%	-5	146	5	146
Cc1ccc2[nH]c3c(NCc4ccco4)ncnc3c2c1	-7	76	83	21%	2%	1	168	-1	168
OCCN1CCN(C(=S)c2ccc(Cl)c(Cl)c2)CC1	10	94	84	-8%	-10%	23	182	-24	182
CC(C)(C)c1nc2scc(-c3ccc(Cl)cc3)c2c(=O)o1	11	91	80	21%	-12%	3	168	-3	168
COc1ccc(OC)c(NC(=O)CCN2CCN(Cc3ccccc3)CC2)c1	10	82	73	-61%	-9%	-1	132	2	132
O=C(O)C(CCCCN1C(=O)c2ccccc2C1=O)N1C(=O)c2ccccc2C1=O (configuration not stated)	-1	98	99	-40%	-4%	-1	91	1	91
O=C(Oc1cccc2cccnc12)c1cccc(-n2cnnn2)c1	0	101	101	.	.	13	144	-13	144
New compounds follow:
SMILES	MRP reversal	MRP reversal cytotoxicity	MRP reversal with doxorubicin	PLAP inhibition	Bcl-B TR3 displacers	IL1B NFkB pot	IL1B NFkB pot cell count 2 µM	NFkB transloc inh	NFkB transloc inh cell count 2 µM
CCN(CC(F)(F)C(F)F)S(=O)(=O)c1ccc(NC(=O)OC)cc1	10	100	90	15%	5%	20	188	-20	188
Cn1c(SCc2nc3ccccc3n2CCO)nc2ccccc21	8	91	83	-12%	6%	24	103	-24	103
Cc1ccc(-c2cc(N)n3nc(-c4ccc(C)cc4)cc3n2)cc1	.	.	.	14%	-2%	-2	136	2	136
N#Cc1c(-c2ccco2)nc(SCc2ccc(F)cc2)[nH]c1=O	-11	108	120	8%	-6%	7	115	-7	115
O=C(OCc1cn(-c2ccc(Cl)cc2)nn1)c1ccccc1	.	.	.	11%	5%	2	67	-2	67
COc1ccc(/C=C(\NC(=O)c2ccc(OC)c(OC)c2)C(=O)NCCc2c[nH]c3ccccc23)cc1	.	.	.	-31%	-1%	2	165	-2	165
CCOc1ccc2cc(C#N)c(SCC(=O)NC(C)CC)nc2c1 (configuration not stated)	-50	29	79	7%	-48%	?	.	-70	180
Cc1nc(SC2C=CS(=O)(=O)C2)n[nH]1 (configuration not stated)	-4	96	99	12%	9%	15	84	-15	84
Fc1ccccc1CSc1nnc(-c2cnccn2)n1Cc1ccco1	-5	74	79	.	.	-13	112	13	112
Cc1cc(C(=O)N2CCN(Cc3ccccc3)CC2)on1	1	98	98	8%	8%	32	156	-32	156
CCCCCn1c(=O)[nH]c2cc(C(=O)N3CCN(Cc4ccc5c(c4)OCO5)CC3)ccc2c1=O	1	9	8	-17%	-4%	12	187	-12	187
N#CC1=C2SCN(c3ccc(F)cc3)CN2C(=O)CC1c1cccc(F)c1 (configuration not stated)	-16	95	110	-30%	15%	22	190	-22	190
Cn1c(SCC(=O)N/N=C/C=C\c2ccco2)nc2ccccc21	.	.	.	-29%	3%	15	137	-15	137
CCCCNC(=O)C1CCN(S(=O)(=O)c2cnc[nH]2)CC1	-21	89	110	17%	-10%	.	.	.	.
O=S(=O)(c1cccs1)N1CCN(C/C=C/c2ccccc2)CC1	-28	61	89	13%	-43%	2	153	-2	153

The list goes on (5 carried over from the part before).
SMILES	MRP reversal	MRP reversal cytotoxicity	MRP reversal with doxorubicin	PLAP inhibition	Bcl-B TR3 displacers	IL1B NFkB pot	IL1B NFkB pot cell count 2 µM	NFkB transloc inh	NFkB transloc inh cell count 2 µM
CCCCCn1c(=O)[nH]c2cc(C(=O)N3CCN(Cc4ccc5c(c4)OCO5)CC3)ccc2c1=O	1	9	8	-17%	-4%	12	187	-12	187
N#CC1=C2SCN(c3ccc(F)cc3)CN2C(=O)CC1c1cccc(F)c1 (configuration not stated)	-16	95	110	-30%	15%	22	190	-22	190
Cn1c(SCC(=O)N/N=C/C=C\c2ccco2)nc2ccccc21	.	.	.	-29%	3%	15	137	-15	137
CCCCNC(=O)C1CCN(S(=O)(=O)c2cnc[nH]2)CC1	-21	89	110	17%	-10%	.	.	.	.
O=S(=O)(c1cccs1)N1CCN(C/C=C/c2ccccc2)CC1	-28	61	89	13%	-43%	2	153	-2	153
CC1Cc2ccccc2N1C(=O)CSc1nnc(CSc2ncccn2)n1C (configuration not stated)	13	91	78	-26%	2%	.	.	.	.
CCOC(=O)c1csc(NC(=O)CSc2nnc(C3CC3)n2C)n1	6	95	89	-12%	-4%	4	116	-4	116
CCOC(=O)c1cccc(NC(=O)Cn2c(CC(=O)NC)nc3ccccc32)c1	3	102	99	-32%	3%	12	165	-12	165
Clc1ccc(-c2cc(CSc3ccccc3)on2)cc1	.	.	.	16%	2%	.	.	.	.
CCN(CC)CC(=O)Nc1ccc2c(c1)Nc1ccccc1CC2	-25	4	29	-22%	8%	0	103	0	103

Not all compounds are listed; rates above refer to the full screens.
